Screening data (PubChem BioAssay)
TbPYK inhibitor – qHTS of Trypanosoma Brucei Inhibitors. 410,000 compounds, 0.12% hits. pyruvate kinase (Trypanosoma brucei), Q57TT1. TbPYK enzyme, Kinase-Glo Plus ATP luminescence, 45 min. Potency, µM (titrated, usually from 76.8 µM), for inactives: top-dose activity, negative = inhibition, actives largely listed as inhibitors; note: potency is the fitted concentration of half-maximal effect; % is set by controls: 0 for no effect and ±100 for the full control effect; nearly all actives have a fitted effect of over 50% in size
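Luminescence from Kinase-Glo Plus, added after a 45-minute room-temperature reaction, served as the end-point read-out. The enzyme and substrate were preincubated with compound before ADP (130 uM final) initiated turnover. Concentration-effect curves came from normalized qHTS data.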
LmPK inhibitor – qHTS Assay for Inhibitors of Leishmania Mexicana Pyruvate Kinase (LmPK); Q27686; purified LmPK, Kinase-Glo ATP luminescence, 1 h; 290,000 compounds, 0.37% hits; Potency, µM (top dose mostly 57.5 µM), inactives show at the highest dose activity change, negative = inhibition, hits mostly inhibitors; note: potency is the fitted concentration of half-maximal effect; % is set by controls: 0 for no effect and ±100 for the full control effect
Target sequence (Q27686 whole entry, looked up): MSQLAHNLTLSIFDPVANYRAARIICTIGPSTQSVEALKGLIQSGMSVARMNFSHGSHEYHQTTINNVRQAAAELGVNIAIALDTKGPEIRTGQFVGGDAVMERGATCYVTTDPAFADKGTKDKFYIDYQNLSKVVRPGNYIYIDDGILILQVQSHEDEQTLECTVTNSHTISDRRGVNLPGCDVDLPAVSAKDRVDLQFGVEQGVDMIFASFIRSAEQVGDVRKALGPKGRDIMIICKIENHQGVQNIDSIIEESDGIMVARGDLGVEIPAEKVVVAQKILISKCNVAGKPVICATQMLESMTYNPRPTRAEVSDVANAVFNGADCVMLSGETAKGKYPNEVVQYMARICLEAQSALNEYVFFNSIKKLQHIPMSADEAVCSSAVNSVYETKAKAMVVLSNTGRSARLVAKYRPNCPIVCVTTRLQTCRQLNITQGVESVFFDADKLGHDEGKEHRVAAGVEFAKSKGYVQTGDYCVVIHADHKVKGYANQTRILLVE
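Kinase-Glo luminescence read after 1 h RT reaction of 0.1 nM LmPK with 0.5 mM PEP and 0.1 mM ADP. Activity scaled between uninhibited and enzyme-free controls.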
AMA1 RON2 block – qHTS for Inhibitors of AMA1-RON; Towards Development of Antimalarial Drug Lead: Primary Screen; AID 720542, 2013; Potency, µM (series often up to 58.2 µM), for inactives: at the top dose activity change, negative = inhibition, actives largely listed as inhibitors; AlphaScreen AMA1-biotinylated RON2 peptide binding; 360,000 compounds, 0.2% hits;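 note: potency is the fitted concentration of half-maximal effect; 0% = vehicle wells and -100% = peptide control; nearly all actives have a fitted effect of over 45% in size; some results filed as inactive show a strong effect at the top dose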
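AMA1 (3D7) with his tag at 25 nM final met compounds first, then biotinylated RON2 peptide at 25 nM; detection used donor plus acceptor beads, 10 µg/mL apiece, read by AlphaScreen after 30 min at room temperature.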
Pf growth 48h – Primary qHTS for delayed death inhibitors of the malarial parasite plastid, 48 hour incubation. P. falciparum luciferase growth in erythrocytes, 48 h. Potency, µM (highest dose often 28.7 µM), for inactives: at the top dose activity change, negative = inhibition, hits mostly inhibitors. 310,000 compounds, 5.9% hits. AID 504832, 2011; note: potency is the fitted concentration of half-maximal effect; % is set by controls: 0 for no effect and ±100 for the full control effect
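Cell-based growth assay: transgenic P. falciparum expressing firefly luciferase, cultured in red cells within RPMI 1640 containing 0.5% w/v Albumax, 24 mM bicarbonate and gentamycin. A drop in luciferase activity indicates inhibition.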
Cycloheximide cs – Cycloheximide Counterscreen for Small Molecule Inhibitors of Shiga Toxin. cell reporter, cycloheximide protein synthesis inhibition counterscreen. max response, %. 300,000 compounds, 12% hits; in the data active = max response mostly above about 13%, no sharp cut-off; inactive = mostly below about 14%; note: read at 38.3 µM for the half of the compounds with a filed dose; 0% is about no effect
Pf growth 96h – Primary qHTS for delayed death inhibitors of the malarial parasite plastid, 96 hour incubation. P. falciparum luciferase reporter growth, 96 h. Potency, µM (series often up to 28.7 µM), for the others: at the highest dose activity change, negative = inhibition, usual class: inhibitors. 320,000 compounds, 6.9% hits. AID 504834, 2011; note: potency is the fitted concentration of half-maximal effect; % is set by controls: 0 for no effect and ±100 for the full control effect
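Readout is luminescence from an integrated firefly luciferase in P. falciparum. Red cells, 2% hematocrit and 0.05% parasitemia final, were cultured with compound through two parasite generations (96 hours) at 37 C, 5% CO2.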
Shiga toxin inh – A qHTS for Small Molecule Inhibitors of Shiga Toxin; Vero cells, Shiga toxin protein synthesis inhibition reporter; inhibition, % at 38.7 µM; 290,000 compounds, 9.2% hits; in the data active = inhibition mostly above about 28%, no sharp cut-off; inactive = mostly below about 43%; note: 0% is about no effect
An asterisk follows results filed as active; ? = inconclusive; / = not tested or not shown; & = joins results of further samples; [ ] = another dose, or the depositor's remark. Unless noted, calls come from the whole dose curve; as a rule, active = well fitted curve in the direction sought with a large enough effect; inconclusive = small, poorly fitted or top-dose-only effect, or another doubt; inactive = no such curve, though single readings can be large; an effect the other way counts as inactive or inconclusive.

cpd	molecule	TbPYK inhibitor	LmPK inhibitor	AMA1 RON2 block	Cycloheximide cs
1	CC(C)c1ccc(Oc2cccc(C(=O)/C(C#N)=C/N(C)C)c2)cc1	-3%	5%	-1%	-3
2	CC(C)CC(=O)Nc1sc2c(c1C(=O)O)CCCCC2	4%	4%	1%	2
3	Cc1nnc(NC(=O)NC(C)N2C(=O)C3C4C=CC(C4)C3C2=O)s1 (centres undefined)	-16%&9%	-2%	-5%&-2%	1
4	COc1ccc(C)cc1NC(=O)CNc1ccc(C(C)=O)cc1	-3%	3%	-11%[11.6 µM]	-3
5	CCCCn1c(N)c(NCc2ccccc2OC)c(=O)[nH]c1=O	-20%	2%	-5%	-2
6	COc1ccc(C(=O)c2ncc(C(F)(F)F)cc2Cl)cc1	-9%	0%	11%	9
7	COC(=O)c1c(NC(=O)c2ccccc2OC)sc(C(=O)N2CCOCC2)c1C	1%	3%	0%	-3
8	O=C(CN1C(=O)NC2(CCCC2)C1=O)Nc1nc(-c2ccc(F)c(F)c2)cs1	-4%	/	4%	/
9	C=C(C)C(=O)N1CC2(CC(c3cccc(NC(=O)COc4ccc(Cl)cc4)c3)=NO2)C[C@@H]1C(N)=O (some centres undefined)	0%	9%	-4%	-7
10	Cc1ccc(NC(=O)c2oc3ccccc3c2NC(=O)C2CC2)cc1	5%	5%	-7%	-1
11	CC(C)c1ccc(NC(=O)c2ccc3c(c2)CCN3S(C)(=O)=O)cc1	-10%	0%	10%	10
12	CCCN1C(=O)c2cc(C(=O)Nc3ccc(OC)c(OC)c3)ccc2C1Nc1ccc(OC)c(OC)c1 (centres undefined)	-3%	0%	-21%	10

cpd	Pf growth 96h	Shiga toxin inh	Pf growth 48h
1	20%	3	/
2	?	35	11%
3	-26%	-16	2.6µM*
4	?	-9	?
5	14%	-5	-1%
6	23%	13	6%
7	-19%	-16	?
8	?	/	?
9	?	-2	?
10	0%	1	1%
11	-15%	-3	-15%
12	1%	33	?

Single records (already shown). Screens in order: TbPYK inhibitor | LmPK inhibitor | AMA1 RON2 block | Cycloheximide cs | Pf growth 96h | Shiga toxin inh | Pf growth 48h
`COC(=O)c1c(NC(=O)c2ccccc2OC)sc(C(=O)N2CCOCC2)c1C` as listed: 1% | 3% | 0% | -3 | -19% | -16 | ?
`CCCCn1c(N)c(NCc2ccccc2OC)c(=O)[nH]c1=O` as listed: -20% | 2% | -5% | -2 | 14% | -5 | -1%
`Cc1nnc(NC(=O)NC(C)N2C(=O)C3C4C=CC(C4)C3C2=O)s1` (centres undefined) as listed: -16%&9% | -2% | -5%&-2% | 1 | -26% | -16 | 2.6µM*
`O=C(CN1C(=O)NC2(CCCC2)C1=O)Nc1nc(-c2ccc(F)c(F)c2)cs1` as listed: -4% | / | 4% | / | ? | / | ?
`CCCN1C(=O)c2cc(C(=O)Nc3ccc(OC)c(OC)c3)ccc2C1Nc1ccc(OC)c(OC)c1` (centres undefined) as listed: -3% | 0% | -21% | 10 | 1% | 33 | ?

Next section:
cpd	molecule	TbPYK inhibitor	LmPK inhibitor	AMA1 RON2 block	Cycloheximide cs
13	Cc1sc(NC(=O)Cn2c(=O)oc3ccccc32)nc1-c1ccc(Cl)cc1	-7%	3%	3%	-2
14	CCOc1ccc(NC(=O)CCN2CCN(S(=O)(=O)c3ccc(F)cc3)CC2)cc1	-11%	8%	-2%	10
15	CCn1c(NCCCO)nc2c(c1=O)C(C)(CC)Cc1ccccc1-2 (centres undefined)	-5%	1%	1%	1
16	Cc1cc(NS(=O)(=O)c2ccc(NC(=O)COc3ccccc3[N+](=O)[O-])cc2)no1	4%	-2%	5%	-1
17	C/C(=N/NC(=O)CNC(=O)/C=C/c1ccco1)c1ccc(Cl)cc1	-1%	1%	2%	-1
18	Cc1cc(Br)ccc1NC(=O)CN1CCN(c2ccccn2)CC1	-9%	2%	1%	-4
19	COCCN(C(=O)CSc1nnc(-c2cccs2)n1N)c1c(N)n(Cc2ccccc2)c(=O)[nH]c1=O	-5%	0%	15%	-1
20	c1ccc(Sc2cnc3ccccc3n2)cc1	3%	-7%	45%[activator]	64*
21	Cc1ccc(N(CC(=O)NCc2ccccn2)S(=O)(=O)c2ccccc2)cc1Cl	-6%	-3%	-3%	2
22	COCCn1nnnc1CN1CCC(O)(c2cccc(C(F)(F)F)c2)CC1	-9%	-1%	-5%	8
23	NNC(=O)CSCc1nc(-c2ccccc2)cs1	-1%	3%	36%[activator]	7
24	O=C(Nc1ccc2nc[nH]c2c1)c1ccco1	-2%	-14%	-11%	30*

cpd	Pf growth 96h	Shiga toxin inh	Pf growth 48h
13	?	-3	24%
14	?	12	-28%
15	?	13	?
16	?	-10	0%
17	?	-12	58%[activator]
18	-17%	2	-12%
19	-2%	-3	-2%
20	42%[activator]	108*	117%[activator]
21	0%	-12	-11%
22	8%	-5	-9%
23	-13%	-4	-1%
24	135%[activator]	71*	81%[activator]

The results go on:
cpd	molecule	TbPYK inhibitor	LmPK inhibitor	AMA1 RON2 block	Cycloheximide cs
25	COc1cc2c(cc1OC)C(c1ccccc1)CC2=O (centres undefined)	2%	1%	-3%	1
26	CN1CCN(CCC(=O)Nc2ccc3c(c2)OCO3)CC1	3%	2%	2%	-1
27	O=C(CCN1C(=O)c2ccccc2C1=O)NCc1ccncc1	-1%	-2%	-2%	1
28	Cc1cc([N+](=O)[O-])nn1Cc1noc(C(=O)NCCc2ccccn2)n1	-5%	2%	37%[activator]	-2
29	Cc1ccc(C(=O)Nc2c(C)n(C)n(-c3ccccc3)c2=O)cc1S(=O)(=O)N1CCOCC1	-2%	0%	-6%	-5
30	NC1=NC(=Nc2ccc(S(=O)(=O)N3CCOCC3)cc2)c2ccccc21	3%	-1%	-7%	-6
31	COc1ccc(C2(c3ccc(OC)cc3)NC(=O)N(CC(=O)Nc3ccccc3C)C2=O)cc1	1%	-1%	4%	-7
32	COc1cc(NC(=O)c2ccccc2)c(OC)cc1NC(=O)CN1C(=O)N(C)C2(CCCCC2)C1=O	-5%	/	-12%	/
33	CCOc1cc(/C=N/Nc2nn3cnnc3c3ccccc23)ccc1O	0%	16µM*	59%[activator]	12*
34	CCOC(=O)c1c(C)oc2c(F)c(F)c(F)c(F)c2c1=O	-2%	-9%	1%	1
35	CSC(=Nc1cccc(C)c1)NC#N	-4%	0%	-10%	-3
36	CC/C(=N\N=C1\SC(C)C(=O)N1Cc1ccco1)c1ccccc1 (centres undefined)	-5%	-3%	0%[2.32 µM]	-3

cpd	Pf growth 96h	Shiga toxin inh	Pf growth 48h
25	2%	-9	5%
26	?	2	13%
27	/	12	7%
28	28%	-3	21%
29	/	-3	5%
30	3%	-5	-3%
31	-8%	-8	31%[activator]
32	?	/	?
33	33%[activator]	25	?
34	14%	4	-13%
35	8%	-5	2%
36	-24%	33	?

Following part:
cpd	molecule	TbPYK inhibitor	LmPK inhibitor	AMA1 RON2 block	Cycloheximide cs
37	COc1ccc(OC)c(S(=O)(=O)N(C)CC(=O)N2CCN(c3ccccc3)CC2)c1	-6%	4%	-15%	6
38	NC(=O)CC1NC(=O)c2ccccc21 (centres undefined)	2%	3%	-14%	-1
39	Cc1cc(NC(=O)CSc2nnc(-c3ccccc3)n2C)no1	6%	-2%	-12%	1
40	Cc1ccccc1NC(=O)C1CC(=O)N(c2ccc3c4c(cccc24)CC3)C1 (centres undefined)	1%	5%	-2%	-1
41	CCCCn1c(N)c(N(CCOC)C(=O)CCS(=O)(=O)c2ccc(Cl)cc2)c(=O)[nH]c1=O	9%	/	-17%	/
42	COc1ccc(C2NC(=S)NC3=C2N2CCC3CC2)cc1 (centres undefined)	0%	-6%	4%	0
43	O=C(CNC(=O)C1CCCCC1)Nc1ccc(F)c(Cl)c1	0%	-12%	-10%	12
44	Cc1ccc(C)c(N2CC(C(=O)Nc3cc(C)on3)CC2=O)c1 (centres undefined)	-1%	5%	-10%	-4
45	FC(F)(F)c1cc(-c2cccs2)nc2ncnn12	3%	-1%	10%	-5
46	c1ccc(CNc2nc3ccccc3n2CCN2CCOCC2)nc1	2%	3%	9%	5
47	COc1cccc(CN2CC(C(=O)N(C)Cc3ccnc4ccccc34)CCC2=O)c1 (centres undefined)	27%	-1%	0%	0
48	COC(=O)[C@@H]1C[C@@]2(O)[C@H](O)[C@H](O)[C@H](O)C[C@H]2N1Cc1cc(OC)cc(OC)c1	-1%	3%	20%	-2

cpd	Pf growth 96h	Shiga toxin inh	Pf growth 48h
37	4%	-7	?
38	155%[activator]	4	31%
39	91%[activator]	-9	4%
40	42%[activator]	-8	15%
41	?	/	-8%
42	16%	-6	9%
43	?	44	150%[activator]
44	-1%	29	13%
45	-9%	16	36%[activator]
46	0%	2	?
47	?	-2	-1%
48	68%[activator]	-1	38%[activator]

Further results follow.
cpd	molecule	TbPYK inhibitor	LmPK inhibitor	AMA1 RON2 block	Cycloheximide cs
49	Cc1ccc(S(=O)(=O)CCC(=O)OCC(=O)NCc2ccccc2)cc1	-8%	/	?	/
50	OCCC1CN(Cc2cnc(N3CCCC3)s2)CCN1C1CCCC1 (centres undefined)	-1%	-2%	0%	-1
51	N#C/C(=C\C1CC2C=CC1C2)c1nc2ccccc2[nH]1 (centres undefined)	7%	-2%	0%	33
52	COc1cccc(/C(O)=C2/C(=O)C(=O)N(c3cc(C)on3)C2c2cccs2)c1 (centres undefined)	4%	2%	-13%	-1
53	CN1C(C)(C)CCCC1(C)C	-10%&3%	/	9%	/
54	CCC[C@H]1COCCS(=O)(=O)N1Cc1ccc(Br)cc1	/	-4%	/	-1
55	Cc1ccccc1-n1c(=O)c(C#N)cc2c(=O)n3ccccc3nc21	/	4%	9%	-3
56	Cc1ccc(C(=O)OCC(=O)NCc2ccc3c(c2)OCO3)s1	4%	-2%	6%	12
57	C=C(C)COc1ccc(-c2[nH]ncc2-c2ccc(OC)c(OC)c2)c(O)c1	-16%	0%	-11%	3

cpd	Pf growth 96h	Shiga toxin inh	Pf growth 48h
49	63%[activator]	/	12%
50	84%[activator]	-7	-2%
51	/	46	?
52	22%	53	35%[activator]
53	22%&-1%	/	12%&-8%
54	-10%	-8	-1%
55	?	-8	/
56	18%	21	25%
57	2.3µM*	-11	1.9µM*
